From PubChem BioAssay
mcGAS lum – inhibitors of mouse cGAS | Q8C6L5 | hit rate 0.15% among 160,000 | recombinant cGAS, Kinase-Glo ATP depletion luminescence | AID 1259399 | inhibition, % at 12.5 µM;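 note: 0% = negative control wells and 100% = reference inhibitor with no enzyme activity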
NPYLR7 agonist – activates Aedes aegypti NPYLR7 receptor; AID 1259423; hit rate 0.15% among 270,000; activation, % at 10 µM; HEK293T NPYLR7/Galpha15, GCaMP6s calcium fluorescence; in the data active = activation above about 40%;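 note: 0% = vehicle and 100% = reference agonist at the receptor; some compounds past the cut are filed as inactive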
hcGAS inh – inhibitors of human cGAS; Q8N884; recombinant h-cGAS, ATP depletion, Kinase-Glo luminescence; inhibition, % at 12.5 µM; hit rate 0.081% among 290,000;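 note: 0% = vehicle reaction and 100% = reaction without DNA for no activity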
Target sequence (Q8N884 whole entry, looked up): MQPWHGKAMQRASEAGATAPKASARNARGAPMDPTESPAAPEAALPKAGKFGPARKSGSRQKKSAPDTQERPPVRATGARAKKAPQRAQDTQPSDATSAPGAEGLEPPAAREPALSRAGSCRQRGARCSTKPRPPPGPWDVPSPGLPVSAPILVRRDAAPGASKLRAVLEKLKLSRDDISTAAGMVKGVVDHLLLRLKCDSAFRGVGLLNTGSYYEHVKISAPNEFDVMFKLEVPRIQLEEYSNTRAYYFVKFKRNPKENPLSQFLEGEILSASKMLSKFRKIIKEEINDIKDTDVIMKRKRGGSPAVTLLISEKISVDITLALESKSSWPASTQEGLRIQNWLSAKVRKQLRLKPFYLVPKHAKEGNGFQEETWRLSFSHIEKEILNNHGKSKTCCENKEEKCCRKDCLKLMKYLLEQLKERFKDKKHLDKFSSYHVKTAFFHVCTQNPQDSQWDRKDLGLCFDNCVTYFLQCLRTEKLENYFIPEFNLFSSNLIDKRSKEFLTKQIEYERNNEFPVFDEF
* hit, by the source's call; nt = not tested or not shown; & = joins results of further samples. Cut-off read from the data, not from the text of the source, unless noted: active = inhibition above about 40%; inactive = the rest.

Each structure is followed by: mcGAS lum, hcGAS inh, NPYLR7 agonist
CC1SC(c2ccc3c(c2)OCO3)N(Cc2ccco2)C1=O (centres undefined)
→ nt, -3, 9
COC(=O)C1C(=O)NCC1c1ccc(C)cc1 (centres undefined)
→ nt, -1, 2
CCOC(=O)c1cc(NC(=O)CSc2ncnc3sccc23)cc(C(=O)OCC)c1
→ 0, 0, -6
Cc1ccccc1C(=O)N1CCC2(CC1)SCCN2C(=O)/C=C/c1ccccc1
→ -3, -9, -6
CN1CCN(C(C(=O)O)c2ccccc2)CC1 (centres undefined)
→ nt, -3, -7
CCC(C)(C)NC(=O)c1cc2c(s1)N(CCOC)CCCC2
→ 0, 3, nt
CCCS(=O)(=O)NC(=O)c1ncoc1-c1ccc(C)cc1
→ nt, 3, -6
COc1cc(C=CC(=O)c2cccnc2)cc(OC)c1
→ 15, -18, 21
CN1C(=O)[C@]2(C)[C@H](c3ccccc31)[C@@H](C(N)=O)CN2C(=O)Cc1cccs1
→ -4, 7, 23
CC(c1nc(N)nc(N(C)C)n1)N1CCCc2ccccc21 (centres undefined)
→ -8, -6, -4
Cc1cc(=O)[nH]c(-n2nc(C)c(CCC(=O)NCc3ccccc3Cl)c2C)n1
→ nt, 4, -2
Fc1ccc([C@@H]2CCNC[C@H]2COc2ccc3c(c2)OCO3)cc1
→ -6&-4, -2&-3&-6&-5&-8, -8&19&-10&-1&5
NCCNc1c(Cl)c(Cl)c(Cl)c(Cl)c1Cl
→ nt, 5, -1
COCCCNC(=O)CN(C)c1nc(C)nc(C)c1C
→ nt, -4, 1
O=c1c(-c2ccc3c(c2)OCCO3)coc2cc(OCC3OC(CO)C(O)C(O)C3O)ccc12 (centres undefined)
→ -2, -1, -1
O=C(NCC1CC1)[C@@]1(OCc2ccccc2)CC(OCc2ccccc2)[C@H](O)[C@H](O)C1 (some centres undefined)
→ -5, -3, 3
COc1ccc(-c2[nH]ncc2CNC(C)c2ccc(Cl)cc2)c(F)c1 (centres undefined)
→ -4, -5, 2
CCOc1ccc(N2C(=O)CSC2c2cccc(NC(=O)c3ccccc3C)c2)cc1 (centres undefined)
→ -4, -5, 16
C=CCN(Cc1ccccc1OC)C(=O)C1(C(N)=O)CC1
→ -11, -6, 0
CCc1ccc(C2CC(=O)Oc3c2c(=O)n(C)c2ccccc32)s1 (centres undefined)
→ nt, 1, 11
C=CCNC(=O)N[C@H]1C[C@@H](C(=O)N(C)CC(N)=O)N(C(=O)CSC)C1
→ -3, 1, -9
COc1ccc(C(CNC(=O)Nc2cccc([N+](=O)[O-])c2)N2CCCC2)cc1 (centres undefined)
→ -3, -2, 4
COc1ccc(S(=O)(=O)NCc2nnc(SCc3ccc(F)cc3)n2-c2cc(Cl)ccc2Cl)cc1
→ 2, 4, 0
Cc1ccc(-c2cc(NC(=O)CCc3ccccc3)n(-c3ccccc3C)n2)cc1
→ -6, -4, 25
FC(F)(F)c1cccc(OCCCCn2cnc3ccccc32)c1
→ nt, 3, -7
O=C(COC(=O)C12CC3CC(CC(O)(C3)C1)C2)NCCN1C(=O)CSC1=O
→ nt, -3, 14
COc1cc(C(=O)NCc2ccnc3ccccc23)ccc1OC1CCN(C(C)=O)CC1
→ nt, -5, 12
c1ccc(CSc2nnc3ccc(-c4ccc5c(c4)OCO5)nn23)cc1
→ -7, -7, -13
CSc1nc2nc(-c3cccs3)cc(C(F)(F)F)c2c(=O)[nH]1
→ -5, -6, 1
CCCc1nc(NCC(O)CN2CCCCC2)c2cnn(C)c2n1 (centres undefined)
→ 1, -5, nt
COc1ccc(-n2cccc2CN2CCC(N3CCC(O)CC3)CC2)cc1
→ nt, 0, 4
CS(=O)(=O)c1cccc(C(=O)N2CCC3(CCNC(=O)CC3)CC2)c1
→ -11, -3, 0
COc1cccc2c1OCC(C(=O)NCc1cnc(C)cn1)C2 (centres undefined)
→ nt, 0, 0
CCOC(=O)c1ccc2c(c1)nc(SCc1cccc(OC)c1)n2Cc1ccccn1
→ -6, -7, 1
O=C(CSc1nnc(-c2ccc(Cl)cc2)n1-c1ccccc1)N/N=C\c1cccnc1
→ 2, 0, 2
CON(C)C(=O)C1(c2ccc(Br)cc2)CCOCC1
→ nt, 6, 1
COc1ccc(-c2cc(C(F)(F)F)n3nc(C(=O)Nc4cccc(C(C)=O)c4)cc3n2)cc1
→ -3, -1, -4
CC(C)C(=O)N1CCN(c2ccc(Nc3ccncc3)nn2)CC1
→ nt, -7, 3
CCCCn1cnc2c1c(=O)n(CC(=O)NC(C)CC)c(=O)n2CCC (centres undefined)
→ nt, -3, 11
CNC(=S)NN1C(C)CCCC1C (centres undefined)
→ nt, -4, -5
Cc1c(F)ccc2sc(NC(=O)N(C)CCc3ccccn3)nc12
→ nt, -2, -5
Nc1nc(Cl)nc2c1ncn2[C@@H]1O[C@H](CO)[C@@H](O)[C@H]1O
→ nt, 1, 76*
O=C(CCc1ccsc1)NC1CCCc2nc(-c3ccccc3)ncc21 (centres undefined)
→ -3, 2, -7
O=C(C1CCN(C2CCN(Cc3nc(-c4ccccc4)cs3)CC2)CC1)N1CCCC1
→ nt, -6, 10
CCO[C@H]1COC[C@@H]1NC(=O)c1cc2ccccc2oc1=O
→ nt, -2, 2
CC(C)(C)C(=O)N1CCN(CCCOC(c2ccc(Cl)cc2)c2ccc(Cl)cc2)CC1
→ -8, -11, 3
c1ccc(-c2cnn(CCOCC3CCCO3)c2)cc1 (centres undefined)
→ nt, -3, 14
COC(=O)COC(=O)c1csc(S(N)(=O)=O)c1
→ -17, -7, 4
Cc1ccc(S(=O)(=O)NCCCC(=O)O)c(C)c1N(C)S(=O)(=O)c1ccc(Cl)cc1
→ -8, -8, -11
O=[N+]([O-])c1cc(F)ccc1S(=O)(=O)Nc1ccccc1N1CCOCC1
→ nt, 1, -1
CC(C)(CNc1nncc(-c2ccccc2)n1)N1CCOCC1
→ nt, -5, 3
CC(C)SCC(=O)NC(C)c1cnn(C)c1 (centres undefined)
→ nt, -6, -4
CC(C)CNc1ccc2c(n1)C(=O)N([C@H](C)C(=O)N[C@@H](C)c1ccccc1)C2
→ nt, -11, 7
CCC1(O)CCOC2(CCN(C(=O)CCn3cccn3)CC2)C1 (centres undefined)
→ -5, -15, nt
CC(C)CN(CC(=O)N(CCc1c[nH]c2ccccc12)Cc1ccc(N(C)C)cc1)C(=O)c1cc(C(F)(F)F)cc(C(F)(F)F)c1
→ -9, -9, 27
O=C1Nn2c(nc3ccccc3c2=O)C2CCCCC12 (centres undefined)
→ nt, -7, -8
CCN(CC)S(=O)(=O)c1ccc2c(c1)nc(SCCCC#N)n2C(C)C
→ -6, -6, 3
COc1ccc(C(=O)OCC(=O)C(C)(C)C)c(O)c1
→ nt, -8, 4
Cc1ccccc1-n1c(SCC(=O)c2ccccc2)nnc1-c1ccncc1
→ 0, -1, -10
Cc1ccccc1CN(CC(O)COc1ccccc1)C(C)C (centres undefined)
→ -4, -4, 22

Whole records as entered above. Order of screens: mcGAS lum, hcGAS inh, NPYLR7 agonist
Shown for Cc1ccccc1-n1c(SCC(=O)c2ccccc2)nnc1-c1ccncc1 → 0, -1, -10
Shown for COC(=O)COC(=O)c1csc(S(N)(=O)=O)c1 → -17, -7, 4
Shown for CON(C)C(=O)C1(c2ccc(Br)cc2)CCOCC1 → nt, 6, 1
Shown for CC(C)(CNc1nncc(-c2ccccc2)n1)N1CCOCC1 → nt, -5, 3
Shown for CCO[C@H]1COC[C@@H]1NC(=O)c1cc2ccccc2oc1=O → nt, -2, 2

The list continues:
Each structure is followed by: mcGAS lum, hcGAS inh, NPYLR7 agonist
Cc1ccc(-c2csc3nc[nH]c(=S)c23)cc1
→ nt, 1, 5
COc1ccc(-c2nc(N(CCC(=O)NC3CC3)Cc3ccco3)c3ccccc3n2)cc1
→ 2, -4, nt
COc1ccc(CN(C(=O)c2cccc(F)c2)C2CC2)cc1OS(=O)(=O)C(C)C
→ -1, 0, 1
Cc1cc(C(=O)NCC2CCCN(CCCn3cccn3)C2)no1 (centres undefined)
→ nt, -5, 10
Cn1cc(Br)cc1C(=O)NNS(=O)(=O)c1cccc(F)c1
→ nt, -10, 8
CC(CO)NCCC(=O)Nc1ccc(N(C)C)cc1 (centres undefined)
→ nt, -5, 20
Cn1c(CCCO)nc2ccccc21
→ nt, -3, 0
O=C(c1ccc(Nc2nc(-c3ccccc3)c3cc(Cl)ccc3n2)cc1)N1CCOCC1
→ -7, -4, -1
CCN1C(=S)NC(c2cccc(NC(=O)Nc3ccccc3F)c2)C(C(=O)OCCOC)=C1C (centres undefined)
→ -7, -8, nt
Cc1c(Br)c([N+](=O)[O-])nn1CC(=O)Nc1ccc(C(F)(F)F)cc1[N+](=O)[O-]
→ -6, -10, -1
Cc1ccccc1CN1CCN(CC(=O)N2CCNC2=O)CC1
→ nt, -3, 4
COc1ccc(C(CC(=O)N2CCN(c3cccc(C(F)(F)F)c3)CC2)c2cn(C)c3ccccc23)cc1OC (centres undefined)
→ -4, -4, 12
COc1ccccc1CN(CCc1c[nH]c2ccccc12)C(=O)CN(C(=O)NC12CC3CC(CC(C3)C1)C2)C(C)C
→ -5, -4, nt
O=c1[nH]c(O)c(C=NC2CCCCCC2)c(=O)[nH]1
→ -10, -7, 6
O=C(OCc1cc(-c2cc3ccccc3o2)on1)C1CCCCC1
→ nt, -5, -3
CCC(NNC(=O)c1ccc(C)cc1)C(=O)Nc1cc(C)on1 (centres undefined)
→ nt, 4, 36
O=C(NCCN1C(=O)SC(=Cc2ccc3c(c2)OCO3)C1=O)c1ccccc1O
→ nt, -11, 4
C/C(=C/C(=O)NCC(=O)NC1CCS(=O)(=O)C1)c1ccccc1 (centres undefined)
→ nt, -6, 8
Clc1ccc(-c2csc3c4ncnc-4ncn23)cc1
→ nt, -14, 2
CCOc1ccc(N(CC(=O)N2CCN(c3ccccc3)CC2)S(=O)(=O)c2ccc(SC)cc2)cc1
→ -7, -3, -6
CCc1ccc2c(c1)NC(=O)C2(C)Cc1ccccc1 (centres undefined)
→ -2, -5, -2
Cc1cccc(S(=O)(=O)NCCc2csc3nc(-c4ccccc4F)nn23)c1
→ -8, -6, 2
Cc1c(Cl)cccc1NC(=O)COc1cc(=O)n2cccc(C)c2n1
→ -5, -5, 4
NC(=O)CSc1ccccc1NC(=O)CN1CCCCCC1=O
→ nt, -8, 1
CSCCCNC(=O)c1cncn1-c1cccc(-c2cccc3c2sc2ccccc23)c1
→ 1, -1, 6
Cc1nc(CN2CCCC2=NC#N)n(-c2ccccc2)n1
→ nt, -2, 1
Cc1ccc2nc(COC(=O)C34CCC(=O)N3c3ccccc3S4)cc(=O)n2c1 (centres undefined)
→ -7, -9, 10
S=C(SCc1nc2ccccc2[nH]1)N1CCCC1
→ nt, -5, 6
COc1ccc(NC(=O)CSc2nnc(CNC(=O)c3ccc(S(=O)(=O)N(C)C)cc3)n2-c2cccc(C)c2)cc1
→ -3, -2, -11
CCOc1ccc(-n2nnc(C(=O)N3CCOCC3)c2COC)cc1
→ -7, -4, 1
Cc1ccc(-n2c(SCC(=O)c3ccccc3)nc3c(c2=O)SCC3)cc1
→ nt, -11, -2
O=C(Cc1ccccc1)NC(NC(=S)Nc1cccc(C(=O)O)c1)C(Cl)(Cl)Cl (centres undefined)
→ nt, -3, -17
CC1(C)C2CCC1(C)C(NC(=O)Cn1c(CS(C)(=O)=O)nc3ccccc31)C2 (centres undefined)
→ nt, -7, 10
Cc1cc(OC(C)C(=O)NS(=O)(=O)C2CCOCC2)ccc1C(C)C (centres undefined)
→ -13, -6, 1
Cc1nc2c(=O)[nH]c(=O)n(C)c2nc1C
→ nt, -9, -6
c1csc(-c2noc(CSc3nnc(C4CC4)n3C3CC3)n2)c1
→ nt, -3, -1
Cn1c(SCc2ccccc2)nc2c([nH]c3ccccc32)c1=O
→ -3, 2, 1
CNc1cc(-c2ccc(F)cc2)ncn1
→ nt, -11, 5
COC(=O)C(=C/C=C/N1CCCCC1)C(=O)OC
→ nt, -8, -7
Cc1nccc(N2CCC(Cc3cccc(C(=O)O)c3)CC2)n1
→ nt, -5, -5
O=C(NC(C(=O)N1CCOCC1)C1CCN(C(=O)c2ccco2)CC1)c1ccccc1 (centres undefined)
→ -5, -9, 5
CCCn1c(SCc2cc(C)on2)n[nH]c1=O
→ nt, -8, 5
CCn1nnc2c(=O)n(CC(C)C)cnc21
→ nt, 0, -1
C#CCOCC(O)CN(CCC(C)C)Cc1ccc(F)cc1 (centres undefined)
→ 0, 1, -8
O=c1c2nc(N3CCCC3)sc2c(-c2ccccc2)nn1Cc1cccc(F)c1
→ -6, -8, -4
Cc1ccc(-n2c(C)cc(C3=NNC(=NC4CC4)SC3)c2C)cc1C
→ nt, -3, -3
CC(C)CN1C(=O)N(C)C(=O)C12CCN(Cc1ccc(OC(F)(F)F)cc1)CC2
→ -9, -23, 18
Cc1cc(=O)[nH]cc1NS(=O)(=O)c1cccc(F)c1F
→ nt, -11&13, -13&0
Cc1cc(OC(=O)c2ccc3c(c2)OCO3)c([N+](=O)[O-])c(=O)[nH]1
→ -8, -6, 0
CC(C)n1cc(C(=O)N(C)CC2CCCN(CCc3cccc(C(F)(F)F)c3)C2)cn1 (centres undefined)
→ -9, -8, 2
